MT stabilize HCS = microtubule stabilizers in HeLa cells; 200,000 compounds, 0.83% hits; HeLa tubulin immunostaining HCS, 24 h; share of cells brighter than vehicle mean+2SD; % tubulin-high responders, % at 10 µM;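 active means plate Z-score above 3 for both tubulin-high and condensed-nucleus cell shares, with cell loss under 80%, at 10 µM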;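 further: anti alpha tubulin signal scored within the nucleus-defined area of each cell; some results filed as inactive read as strong as hits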
Autophagy mod = autophagy modulation, high-content screen. AID 463193. calls only at 10 µM (by protocol). 190,000 compounds, 0.98% hits. MEF GFP-LC3 puncta imaging; test concentration mostly 10 µM;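 active means percentage of spot-positive cells more than 3 SD above its plate mean, without a fluorescence outlier flag or 80% toxicity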;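 further: spot-positive cell cutoff set from DMSO-treated cells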
Yfh1-off respiration = mitochondrial function rescue without frataxin homolog – Friedreich's ataxia, plus single-dose screen, dose response (AID 1465) | S. cerevisiae Yfh1-off respiration, WST-1 reduction, 72 h; higher fold induction means a stronger effect | fold induction at 50 µM, or EC50 in µM where a hit was titrated | 220,000 compounds, 0.074% hits;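 active means fold induction of absorbance versus untreated yeast above a set limit, then at least 30% activation at any dose in follow-up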;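 further: activators that raise dye reduction in frataxin-depleted yeast; strong numbers were not always called active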
bCat nuc transl = alters nuclear translocation of beta-catenin in HeLa cells | immunofluorescence imaging | nuclear translocation activity, % at 5 µM | 190,000 compounds, 0.3% hits | AID 1665;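 active means nuclear translocation activity above 50% at 5 µM, with a well cell count of 50 or more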;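 further: per-cell ratio of nuclear to cytoplasmic median beta-catenin stain intensity; plate controls were DMSO negative control for no effect and GSK-3 inhibitor IX positive control for full effect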
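Technique: fluorescence imaging of beta-catenin antibody stain plus DAPI / Material: human HeLa cell line / Incubation: compound treatment 24 h, 37°C, 5% CO2 / Read-out basis: % activation of per-cell nuclear versus cytoplasmic median beta-catenin signal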
Insulin prom up = MIN6 insulin promoter up-regulation; 190,000 compounds, 0.3% hits; z-score at 5 µM; MIN6 insulin promoter-GFP reporter, high-content imaging; hits give high values; AID 1625;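 active means z-score above 3 at 5 µM with at least 500 cells counted in the well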
AID2073 = inhibitors of Mint1-CaV2.2 protein interaction, biochemical, HTRF (AID 2073) | HTRF protein-protein interaction, Mint1-CaV2.2; higher % means a stronger effect | inhibition, % at 20 µM; hits with a dose series show IC50 in µM | 290,000 compounds, 0.19% hits; in the data active means inhibition mostly above about 51%, no sharp cut-off; further: some results filed as inactive read as strong as hits
WT yeast gro inh = growth inhibition of WT yeast, mitochondrial fusion screen | AID 1362 | 190,000 compounds, 2.1% hits | inhibition, % at 10 µM | mitochondrial fusion phenotypic screen, WT strain; in the data active means inhibition above about 58%; tested in S. cerevisiae
HIV peptide binding = cell-free HIV fusion peptide-binding blockers – biochemical, uHTS, fluorescence dequenching, primary screen (AID 1986); cell-free peptide binding, fluorescence dequenching, 30 min; higher % means a stronger effect; inhibition, % at 20 µM; hits with a dose series show IC50 in µM; 290,000 compounds, 0.3% hits; in the data active means inhibition mostly above about 52%, no sharp cut-off; inactive means mostly below about 76%; further: some results filed as inactive read as strong as hits
Dynein transport = dynein cargo transport inhibition; 3617.4 mouse cells, GR-EGFP nuclear translocation imaging; test concentration mostly 20 µM; stimulated with dexamethasone, 1 µM; hits give low values; z-score, hits read low; 220,000 compounds, 0.47% hits; AID 1381;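 active means plate z-score of nuclear minus cytoplasmic receptor signal below a set negative limit, without overly bright fluorescence or cell loss, cut at about -3.5 in these data, passing the limit was not always enough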;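 further: z-score of nuclear minus cytoplasmic ring GR-EGFP intensity difference per well; some compounds called inactive have numbers as strong as hits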
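Also added – dexamethasone, 1.0 µM final · Buffer or medium – tet-free, stripped-serum medium · Schedule – induction 48 h, compound 1 h, agonist 30 min · Detection – formaldehyde fixation, Hoechst nuclear stain, 10x automated fluorescence imaging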
WT yeast gro inh mutant strain = second read-out of WT yeast gro inh, no call of its own (marks repeat the call); inhibition, %; mitochondrial fusion phenotypic screen, mutant strain inhibition
Dynein transport cytoplasmic EGFP = further read-out of Dynein transport, marked with its call; z-score; measured here: cytoplasmic GR-EGFP intensity; hits give high values
Dynein transport nuclear GR-EGFP = recorded beside Dynein transport, whose call it bears; z-score; measured here: nuclear GR-EGFP intensity;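 lower value marks the stronger effect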
Dynein transport cell count = further read-out of Dynein transport, marked with its call; z-score; measured here: cell count per field
Insulin prom up cell count = also measured in Insulin prom up; calls as there; cell count; measured here: cytotoxicity, nuclei count;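 total cells summed across four imaged fields per well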
bCat nuc transl cell count 5 µM = further read-out of bCat nuc transl, marked with its call; cell count; measured here: cell count, cytotoxicity flag
MT stabilize HCS Hoechst-high % = further read-out of MT stabilize HCS, marked with its call; % Hoechst-high responders; measured here: nuclear condensation Hoechst responders;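 share of cells brighter than vehicle mean plus two SD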
MT stabilize HCS cytotoxicity % = also measured in MT stabilize HCS; calls as there; toxicity, %; measured here: cytotoxicity by cell density;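 0% = mean cell density of plate MIN control wells and 100% = no cells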
Autophagy mod cell loss 18 h = also measured in Autophagy mod; calls as there; toxicity, %; measured here: cell loss, nuclei count;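 cell loss after 18 h compound exposure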
Starred values were filed as active, the others as inactive; i = inactive; x = no result given. The order is random; overall some 4.2% were active at least once.

SMILES	MT stabilize HCS	MT stabilize HCS Hoechst-high %	MT stabilize HCS cytotoxicity %	Autophagy mod	Autophagy mod cell loss 18 h	Yfh1-off respiration	bCat nuc transl	bCat nuc transl cell count 5 µM	Insulin prom up	Insulin prom up cell count	AID2073	WT yeast gro inh	WT yeast gro inh mutant strain	HIV peptide binding	Dynein transport	Dynein transport cytoplasmic EGFP	Dynein transport nuclear GR-EGFP	Dynein transport cell count
CS(=O)(=O)N1CCC(C(=O)Nc2ccc(Cl)c(Cl)c2)CC1	1.0	3.1	8.7	i	2.0	i	-1.3	1061	0.24	1305	2.4%	-7.1	-11.2	-0.3%	0.315	-0.38	-0.43	0.05
Cc1cccc(OCC(O)Cn2c(-n3nc(C)cc3C)nc3c2c(=O)[nH]c(=O)n3C)c1 (stereo not drawn)	6.3	2.7	7.6	i	7.7	i	-4.1	1031	-0.66	1396	-2.2%	-0.1	6.9	-2.4%	-0.819	1.14	-0.142	0.581
CCOC(=O)C1(C)C=C(Nc2ccc(O)cc2)C(=O)N1c1ccc(O)cc1 (stereo not drawn)	4.5	2.7	0.0	i	2.2	i	-6.0	568	0.92	1212	35.7%	-15.5	-5.6	31.3%	-0.206	-0.341	-0.352	0.516
Cc1ccc(/C=C/C(=O)N2CCN(S(=O)(=O)c3ccc(C)c(C)c3)CC2)o1	3.5	2.9	1.0	i	7.8	i	1.8	883	0.51	1301	45.9%	22.6	4.0	7.9%	-1.65	0.207	-0.893	-1.06
CCN(C(=O)COc1ncnc2sccc12)c1ccccc1	2.4	2.5	3.8	i	-2.7	i	-0.8	1121	0.08	1335	7.5%	-5.8	-9.1	-0.3%	-0.688	-0.221	-0.271	1.47
Cc1ccc(NC2SC(=O)N(CC(=O)O)C2=O)cc1 (stereo not drawn)	1.3	1.6	5.9	i	-6.1	i	-2.5	1201	0.89	765	-7.4%	21.1	18.9	-1.7%	-0.299	-0.289	-0.0301	0.283
CCc1ccc(C2CC(=O)N(c3cccc(F)c3)C3=C2C(=O)OC3)cc1 (stereo not drawn)	6.6	1.2	7.4	i	2.8	i	-2.0	1082	0.19	1291	-2.8%	-4.5	-12.8	-1.3%	0.521	-0.333	0.101	0.323
C=CCNC(=O)c1onc(CSc2cccc(OC)c2)c1C(=O)O	2.1	1.4	7.2	i	-3.7	i	-0.2	1352	-0.55	1578	0.0%	9.2	12.2	4.4%	-0.675	-0.212	-0.883	1.08
BrC(=C\c1ccccc1)/C=N/n1cnnc1	5.2	5.9	9.2	i	30.6	i	0.4	1065	-0.47	935	-21.1%	16.3	-3.5	0.8%	-3.7*	0.606*	-2.2*	1.1*
COC(=O)c1cc(OC)c(OC)cc1NC(=O)Nc1ccc(OC)cc1	3.0	1.3	9.3	i	4.1	i	-15.1	1169	x	x	5.6%	-6.0	-20.3	-2.7%	-0.369	-0.0587	-0.085	0.682
COC1=C(OC)c2ccccc2C(C(=O)O)N/C1=C(/C)Nc1ccncc1 (stereo not drawn)	3.7	2.2	5.1	i	30.1	i	-1.6	868	-0.94	1221	-0.2%	6.5	-2.0	2.1%	-0.284	-0.0756	0.257	0.139
COc1cc(C(=O)NCc2ccc3c(c2)cc(C)n3C)cc(OC)c1OC	1.2	2.5	4.6	i	9.5	i	0.3	1053	-0.26	1203	8.6%	-5.4	-0.9	-1.2%	-0.275	-0.175	-0.194	0.768
CC(=O)N(C)c1ccc(NS(=O)(=O)Cc2ccccc2)cc1	4.2	3.0	6.8	i	-6.6	i	-0.5	795	-1.04	1389	-11.0%	0.0	-11.2	-2.1%	-0.842	-0.339	-0.269	0.25
COc1ccc(/C(N)=N/OC(=O)Cc2ccccc2OC)cc1	1.3	1.1	4.1	i	4.2	i	0.4	1353	-0.2	1377	-1.6%	48.9	-4.8	0.7%	0.274	-0.191	-0.102	0.286
CC(C)(C)c1ccc(OC(=O)CN2C(=O)C3C4CCC(C4)C3C2=O)cc1 (stereo not drawn)	3.6	2.6	6.4	i	-2.1	i	-2.6	1093	-0.01	1268	25.7%	-0.4	-12.7	-0.1%	0.644	-0.246	0.42	-1.01
CCC(C)N1CCNCC1 (stereo not drawn)	2.6	2.6	1.0	i	-5.0	i	-0.4	1450	-0.17	1391	-8.8%	11.7	-8.7	3.1%	-0.808	-0.289	-0.858	1.67
CCOc1ccc(-c2nc(CCl)cs2)cc1OC	8.0	3.4	7.2	i	18.7	i	-1.1	971	-0.14	1178	-4.1%	-3.7	12.4	1.2%	-0.61	-0.217	-0.302	0.055
Cc1ccc2[nH]c(=O)c(-c3nc4ccccn4c3NCc3ccco3)cc2c1	3.0	2.5	3.3	i	-4.3	i	-5.3	1222	0.1	893	-8.4%	2.1	-56.6	2.6%	1.97	-0.0656	1.14	-1.78
Brc1cccc(-c2nc(-c3ccncc3)no2)c1	4.1	1.9	7.5	i	13.2	i	-2.8	1171	-0.02	1015	-2.8%	27.1	23.2	0.3%	-0.283	-0.234	0.154	0.791
O=C(c1ccc(C(F)(F)F)cc1)C1CCCN(C(=O)c2csnn2)C1 (stereo not drawn)	2.3	1.9	5.2	i	3.2	i	1.7	1072	-0.45	1349	-5.1%	7.5	10.7	1.3%	-0.528	-0.294	-0.177	1.01
CC(C)CCNC(=O)CN(C(=O)Cn1nnc(-c2ccc(F)cc2)n1)C1CCCC1	4.3	2.1	9.9	i	-9.4	i	-3.4	928	0.51	1168	7.9%	-1.8	-24.1	1.7%	-0.556	-0.224	0.0328	-0.319
COc1cc(OC)cc(-c2cc(N)n(S(=O)(=O)c3cccc4nsnc34)n2)c1	x	x	x	x	x	i	-0.3	1308	-2.86	915	-9.5%	x	x	-2.3%	-0.802	-0.228	0.227	0.425
S=c1nc(SCc2ccccc2)[nH]c2ccccc12	3.4	2.2	7.0	i	18.2	i	1.2	1064	-0.02	1205	31.2%	61.7*	55.0*	0.7%	0.226	-0.201	0.331	-1.07
Cc1ccc(S(=O)(=O)NC(CC(=O)N2CCc3ccccc32)c2ccco2)cc1 (stereo not drawn)	3.3	2.6	4.6	i	3.1	i	-3.6	1033	-0.03	1391	-8.6%	1.6	-19.3	-0.5%	-0.928	0.0283	-0.277	0.853
CN(c1ccc(OCC(=O)Nc2nc(-c3ccccc3)cs2)cc1)S(=O)(=O)c1ccc(F)cc1	4.2	2.1	6.3	i	1.8	i	1.9	1116	-0.18	1460	9.9%	-5.1	-22.5	1.5%	-0.447	-0.102	-0.138	1.27

Additional compounds:
SMILES	MT stabilize HCS	MT stabilize HCS Hoechst-high %	MT stabilize HCS cytotoxicity %	Autophagy mod	Autophagy mod cell loss 18 h	Yfh1-off respiration	bCat nuc transl	bCat nuc transl cell count 5 µM	Insulin prom up	Insulin prom up cell count	AID2073	WT yeast gro inh	WT yeast gro inh mutant strain	HIV peptide binding	Dynein transport	Dynein transport cytoplasmic EGFP	Dynein transport nuclear GR-EGFP	Dynein transport cell count
O=C(CN(Cc1ccccc1)S(=O)(=O)c1ccc2c(c1)OCCO2)N/N=C/c1cccc(Br)c1	2.1	2.1	8.6	i	2.3	i	13.1	1006	0.23	1435	1.5%	-8.8	9.7	-0.1%	0.0827	-0.236	0.143	0.557
CCCN1Cc2cccc(C(=O)Nc3ccc(C)cc3)c2C1=O	1.0	1.1	7.3	i	2.0	i	x	x	0.33	945	11.8%	-4.8	6.3	8.0%	1.4	0.0863	0.619	-1.25
CN(C)c1ccc(P(=O)(OC2CCCCC2)C(O)c2cccnc2)cc1 (stereo not drawn)	1.5	1.1	8.3	i	-4.8	i	0.4	1218	-0.03	1060	3.7%	-23.1	-0.5	1.2%	0.468	-0.179	0.00876	0.485
CC1=NNC(=O)C1Oc1ccccc1 (stereo not drawn)	x	x	x	x	x	i	0.3	1267	-0.36	1002	-2.4%	x	x	-0.5%	-0.297	-0.248	-0.183	0.326
O=C(Cn1[nH]c(=O)c2ccccc2c1=O)Nc1cccc(-c2nnc3n2CCCCC3)c1	x	x	x	x	x	x	-1.2	836	0.87	1222	5.3%	x	x	-1.7%	x	x	x	x
CCOC(=O)c1ccccc1NC(=O)CSc1nc(N)cc(N)n1	2.5	1.4	5.3	i	0.4	i	1.6	1140	x	x	42.0%	1.3	7.0	0.9%	-0.507	-0.164	-0.293	-0.271
C=CCn1c(Cc2ccccc2)n[nH]c1=S	0.9	2.9	4.1	i	2.2	i	-0.2	1020	-1.75	1401	-6.7%	8.1	0.9	-1.9%	1.74	-0.00284	0.849	-1.89
COc1ccc(/C=N/NC(=O)c2[nH]c(C)c(C(=O)N/N=C/c3ccc(OC)cc3)c2C)cc1	5.0	1.8	3.6	i	27.8	i	-0.8	1138	-0.35	1421	5.2%	17.5	0.2	-2.2%	0.838	-0.234	1.08	-0.775
COc1ccc(CCNC(=O)c2ccc(Cl)cc2)cc1	1.6	0.8	7.4	i	-4.2	i	-1.4	1151	-0.23	855	-4.9%	-0.8	1.3	-1.3%	0.363	0.179	0.657	-0.589
Cc1ccccc1-c1ccc(C(=O)NCc2ccccc2)o1	2.8	3.3	13.8	i	-54.7	i	x	x	0.61	1196	13.1%	31.6	-2.5	-0.7%	-0.0773	-0.215	0.319	0.34
Cc1n[nH]c(C)c1S(=O)(=O)N1CCCC(C(=O)NCc2ccc(F)cc2)C1 (stereo not drawn)	4.2	1.5	5.2	i	13.1	i	-1.8	1159	-0.61	1130	3.3%	-12.6	-3.5	-0.4%	0.943	-0.225	0.803	-0.506
CCOC(=O)c1csc(NC(=O)Nc2cccc(Cl)c2)n1	1.7	2.3	11.5	i	0.4	i	1.0	950	-0.07	1249	3.3%	-6.5	3.8	0.5%	-0.661	-0.184	-0.0483	-0.0551
